Growth percent in the NCI-60 one-dose screen (48 h, 10 µM unless noted): 100 = growth as untreated, 0 = no growth, -100 = all killed.
NCI-H226: NCI-H226 lung cancer. AID 1794732. hit rate 3.5% among 79,000
NCI-H322M: NCI-H322M lung cancer; hit rate 2.7% among 80,000
HCT-116: HCT-116 colon cancer | hit rate 7.3% among 82,000 | AID 1794798
NCI/ADR-RES: NCI/ADR-RES ovarian cells. hit rate 4.4% among 81,000. AID 1794790
NCI-H460: NCI-H460 lung cancer; AID 1794736; hit rate 6.8% among 82,000
NCI-H522: NCI-H522 lung cancer. hit rate 8% among 78,000
NCI-H23: NCI-H23 lung cancer; hit rate 4% among 80,000
COLO 205: COLO 205 colon cancer; hit rate 7.3% among 79,000; AID 1794742
HCT-15: HCT-15 colon cancer. hit rate 5.2% among 82,000
An asterisk follows results filed as active; / = no result given; & = joins results of further samples. The calls were made as follows: active = growth percent below 10; inactive = the rest.

SMILES	NCI-H226	NCI-H322M	HCT-116	NCI/ADR-RES	NCI-H460	NCI-H522	NCI-H23	COLO 205	HCT-15
O=C(NCCc1ccccc1)c1ccc(N(CCCl)CCCl)cc1	97	99	102	93	101	107	94	125	99
COc1ccc(/C(C)=C(\c2ccc(OCCN3CCOCC3)cc2)c2ccc(OC(=O)Cc3ccccc3)cc2)cc1	110	111	104	102	110	95	95	109	99
COC(=O)[C@@]12[C@H]3Cc4cccc5c4[C@@]1(O[C@]1(O)CC(=O)N(C3(C)C)[C@]21O)C(=O)N5C	113	98	98	101	108	86	107	/	106
O=[N+]([O-])c1cccc(P(=O)(O)O)c1	101	103	98	102	104	84	99	103	97
O=C(O)C1C2c3ccccc3C(O)C1(C(=O)O)c1ccccc12 (stereo not drawn)	99	/	95	97	102	/	101	99	94
CCC[CH2][Sn]([CH2]CCC)([CH2]CCC)[O]C(=O)CC	-59*	-95*	-89*	-87*	-84*	-81*	-87*	-87*	-73*
CC1=C(CCC=NNC(N)=O)C2=C(C)C3(CC3)[C@@](C)(O)C(=O)C2=C1	-72*	-13*	1.0*	-39*	-25*	-90*	-78*	-91*	-49*
CCCC/C(=N\OC(=O)N(C)C)c1ccccc1	105	90	105	94	111	96	103	110	101
CCCC1(CCO)C(=O)NC(=S)NC1=O	112	130	109	108	107	/	101	113	106
O=C(/C=C/c1ccc(F)cc1)c1nc2ccccc2n1Cc1ccc(Br)cc1	-66*	-25*	-79*	-60*	-59*	-64*	-75*	-82*	-74*
O=S(=O)(O)C(Br)c1ccccc1 (stereo not drawn)	98	108	104	108	106	76	100	111	100
CN=NNc1nc[nH]c1C(N)=O	101&92	104&93	97&95	104&103	108&104	99&80	104&102	114&102	100&105
CC1=C2C(=C[C@@](C)(C=O)[C@@H]2O)C(=O)[C@](C)(O)C12CC2	46	27	6.1*	1.4*	5.1*	13	-24*	-28*	6.0*
CC(C)C[C@H](NC(=O)CNC(=O)C[C@H]1O[C@@H]2OC3(C)CC[C@H]4[C@H](C)CC[C@@H]([C@H]1C)[C@@]24OO3)B(O)O	-22*	52	-72*	94	14	-74*	-2.3*	18	23
CCN(CC)CCN(C)C(=O)C(O)(c1ccccc1)c1ccccc1	99	107	109	113	105	/	111	114	106
C/C(=N\O)C(=O)c1ccccc1	104	123	105	108	107	/	108	113	100
C/C(=N/OC(=O)N(C)C)c1cccs1	102	/	100	91	102	107	/	110	92
CN1C2CCC1CC(OC(c1ccccc1)c1ccccc1)C2 (stereo not drawn)	107	92	84	98	109	81	107	86	94
C[C@]1(O)CC[C@H]2[C@@H]3CC[C@H]4CC(=O)CC[C@]4(C)C3=CC[C@@]21C	104	118	92	97	110	100	104	117	101
c1c[se]c(-c2nc3ccccc3[nH]2)c1	100	99	106	104	106	96	106	105	95
CN1CC(C(=O)NC2(C)OC3(O)C4CCCN4C(=O)C(Cc4ccccc4)N3C2=O)C=C2c3cccc4[nH]cc(c34)CC21 (stereo not drawn)	101	93	123	66	110	82	93	113	105
O=S1(=O)NCCCN1O	108	/	102	104	110	98	105	137	108
CCCCCCCCCCCCOC(=O)CCN1CC1	95	98	107	/	111	95	108	111	107
C#CCSc1nc2ccccc2c(=O)n1-c1ccc(OC)cc1	107	93	99	96	102	89	101	97	89
CO[C@@H]1[C@H](OC(=O)NC(=O)CCl)CC[C@]2(CO2)[C@H]1[C@@]1(C)O[C@@H]1CC=C(C)C	73	60	44	76	23	10	64	57	30

Arranged by count of non-hydrogen atoms (high to low): some entries from above
SMILES	NCI-H226	NCI-H322M	HCT-116	NCI/ADR-RES	NCI-H460	NCI-H522	NCI-H23	COLO 205	HCT-15
CN1CC(C(=O)NC2(C)OC3(O)C4CCCN4C(=O)C(Cc4ccccc4)N3C2=O)C=C2c3cccc4[nH]cc(c34)CC21 (stereo not drawn)	101	93	123	66	110	82	93	113	105
COc1ccc(/C(C)=C(\c2ccc(OCCN3CCOCC3)cc2)c2ccc(OC(=O)Cc3ccccc3)cc2)cc1	110	111	104	102	110	95	95	109	99
CC(C)C[C@H](NC(=O)CNC(=O)C[C@H]1O[C@@H]2OC3(C)CC[C@H]4[C@H](C)CC[C@@H]([C@H]1C)[C@@]24OO3)B(O)O	-22*	52	-72*	94	14	-74*	-2.3*	18	23
COC(=O)[C@@]12[C@H]3Cc4cccc5c4[C@@]1(O[C@]1(O)CC(=O)N(C3(C)C)[C@]21O)C(=O)N5C	113	98	98	101	108	86	107	/	106
CO[C@@H]1[C@H](OC(=O)NC(=O)CCl)CC[C@]2(CO2)[C@H]1[C@@]1(C)O[C@@H]1CC=C(C)C	73	60	44	76	23	10	64	57	30
CCN(CC)CCN(C)C(=O)C(O)(c1ccccc1)c1ccccc1	99	107	109	113	105	/	111	114	106
O=C(NCCc1ccccc1)c1ccc(N(CCCl)CCCl)cc1	97	99	102	93	101	107	94	125	99
O=C(O)C1C2c3ccccc3C(O)C1(C(=O)O)c1ccccc12 (stereo not drawn)	99	/	95	97	102	/	101	99	94
C[C@]1(O)CC[C@H]2[C@@H]3CC[C@H]4CC(=O)CC[C@]4(C)C3=CC[C@@]21C	104	118	92	97	110	100	104	117	101
CCCCCCCCCCCCOC(=O)CCN1CC1	95	98	107	/	111	95	108	111	107
CC1=C2C(=C[C@@](C)(C=O)[C@@H]2O)C(=O)[C@](C)(O)C12CC2	46	27	6.1*	1.4*	5.1*	13	-24*	-28*	6.0*
CCC[CH2][Sn]([CH2]CCC)([CH2]CCC)[O]C(=O)CC	-59*	-95*	-89*	-87*	-84*	-81*	-87*	-87*	-73*
c1c[se]c(-c2nc3ccccc3[nH]2)c1	100	99	106	104	106	96	106	105	95
O=[N+]([O-])c1cccc(P(=O)(O)O)c1	101	103	98	102	104	84	99	103	97
CN=NNc1nc[nH]c1C(N)=O	101&92	104&93	97&95	104&103	108&104	99&80	104&102	114&102	100&105
O=S1(=O)NCCCN1O	108	/	102	104	110	98	105	137	108

Further compounds
SMILES	NCI-H226	NCI-H322M	HCT-116	NCI/ADR-RES	NCI-H460	NCI-H522	NCI-H23	COLO 205	HCT-15
C[C@H]1CC[C@H]2NCCN[C@H]2C1	96	105	89	112	101	114	105	120	104
C(=N\N1CCCCCC1)/c1c[nH]c2ccccc12	95	100	102	102	111	/	97	104	105
CNC(=O)O/N=C(/C)c1cccc([N+](=O)[O-])c1	91	108	103	108	110	112	104	120	95
COc1ccc(/C=C/c2cc(OC)c(OC)c(OC)c2)cc1NC(=O)/C=C/c1ccc(F)cc1	37	55	23	-3.7*	15	-8.4*	6.1*	-26*	25
C=CCCCCCCCCC(=O)O (tested in a mixture with another compound)	92	93	99	114	110	97	106	110	94
CCC1(CC)C(=O)NC(=O)N(c2ccccc2)C1=O	96	97&105	100&92	113&95	112&102	113&110	103&104	104	104&95
[Au+].[N-]=C=O.c1ccc(CN2[CH-]N(Cc3ccccc3)C(c3ccccc3)=C2c2ccccc2)cc1	107	112	68	109	98	5.8*	79	92	52
N#CCc1ccc(N)cc1	98	100	106	103	106	93	93	100	109
N=C(N)N=Nc1c(O)[nH]c(=O)[nH]c1=O	113	106	103	112	112	98	104	102	105
C=CC[PH+](c1ccccc1)c1ccccc1.C=CC[PH+](c1ccccc1)c1ccccc1.[Cl][Pt][Cl]	74	101	3.9*	97	92	9.4*	59	22	31
CCC(=O)C(CC(C)N1CCCCCC1)(c1ccccc1)c1ccccc1 (stereo not drawn)	93	85	72	102	103	83	92	93	87
C=CCNC(Cc1ccccc1)c1ccccc1 (stereo not drawn)	105	93	94	101	104	91	97	102	100
COc1cccc(C(O)P(=O)(OC)OC)c1OC (stereo not drawn)	95	115	101	103	106	104	99	107	100
CC(=O)C1CCC2C3CCC4CC(O)CCC4(C)C3CCC12C#N (stereo not drawn)	96	98	106	99	119	96	99	102	100
CCOC(=O)C(Cc1ccc(N(CCCl)CCCl)cc1)NC(=O)C(CC(C)C)NC(C)=O (stereo not drawn)	50	97	24	47	1.6*	-73*	17	-29*	35
COc1ccccc1/C=C(/C)[N+](=O)[O-]	105&100	92&93	99&44	104&95	107&87	84&50	91&88	106&67	100&32
CC(C)[C@H](NC(=O)c1cc(-c2ccc(F)cc2)nn1CCCCCF)C(N)=O	92	109	101	105	112	81	103	107	101
NC(Cc1ccccc1)Cc1ccccc1	94	108	92	108	112	47	96	110	92
O=C(CCl)Nc1nccs1	100	/	71	87	91	61	79	89	64
c1cncc([C@@H]2CCCCN2)c1	99	109	104	102	109	85	105	123	105
N#CC1=C(N)Oc2c(ccc3ccccc23)C1c1ccco1 (stereo not drawn)	66	97	94	103	103	87	91	112	103
C=CCCCCCCCCC(=O)[O-].C=CCCCCCCCCC(=O)[O-].[Zn+2]	115	103	101	99	106	119	97	127	101
COc1ccc(OC(=O)N(C)C)cc1	90	97	98	99	100	101	97	110	98
O=C(COc1ccc([N+](=O)[O-])cc1Cl)Nc1ccc(S(=O)(=O)F)cc1Cl	99	89	93	102	104	89	96	/	96
O=C1NC(=O)C(=Cc2ccc(F)cc2)C(=O)N1	104	107	103	105	107	89	102	109	108
(listing goes on)
SMILES	NCI-H226	NCI-H322M	HCT-116	NCI/ADR-RES	NCI-H460	NCI-H522	NCI-H23	COLO 205	HCT-15
CNC(=O)Oc1cc(C)c[n+](Cc2ccc(Cl)cc2)c1	94	112	100	107	109	97	105	111	101
O=C(O)Cc1cccc(Cl)c1	96	95	96	106	105	114	108	113	102
CC12CCC3(CCC(=O)OCCNc4ccnc5cc(Cl)ccc45)[C@@](C)(OO[C@]3(C)O1)O2	84	100	76	74	104	67	54	97	80
CC(N)Cc1ccc(O)cc1 (stereo not drawn)	99	95	100	103	109	105	108	128	113
CCN(CCO)C(Cc1ccccc1)c1ccccc1 (stereo not drawn)	101	106	99	95	104	88	93	102	94
O=C(CI)CI	111	113	97	110	100	/	108	115	101
CCC(CC)(c1ccccc1)C(OC(N)=O)c1ccccc1 (stereo not drawn)	82	85	62	80	90	79	80	87	80
CCOC(=O)Nc1cc(Cl)c([N+](=O)[O-])c(N)n1	101	113	92	98	125	56	94	123	109
O=C1CCO1	102	113	111	102	106	122	98	107	108
c1ccc(N2CCNCC2)cc1	98	110	95	106	111	89	98	113	109
Cc1cccc(N=C2c3cc([N+](=O)[O-])ccc3-c3c2cc([N+](=O)[O-])cc3[N+](=O)[O-])c1	80	/	-0.6*	56	33	/	57	98	34
c1ccc(CCNCc2ccccc2)cc1	113	88	103	99	105	77	99	/	105
CC12C=CC(=O)C=C1CC(O)C1C2CCC2(C)C1CCC2(C)O (stereo not drawn)	98	112	103	100	107	109	109	112	109
N#CC1(c2ccccc2)CCCC1	103	104	102	106	111	79	105	108	113
CC(C)c1cccc(C(C)C)c1OCCCN(C)C	89	87	104	100	108	89	98	/	104
CCOP(=O)(CN(CCO)CCO)OCC	106	103	108	106	100	99	105	114	97
CCOC(=O)CCN(C)C1=Nc2ccc(Cl)cc2C(c2ccccc2)=[N+]([O-])C1	104	98	112	104	106	71	101	129	105
CC(=O)OCC1O[C@@H]([S-])C(OC(C)=O)[C@H](OC(C)=O)[C@@H]1OC(C)=O.[Au+].c1ccc(CN2[CH-]N(Cc3ccccc3)C(c3ccccc3)=C2c2ccccc2)cc1	72	83	19	99	62	-48*	28	14	-63*
O=NNc1ccc2cccnc2n1	99	105	99	104	105	95	98	108	96
O=[N+]([O-])CC(c1ccccc1F)c1c(-c2ccccc2)[nH]c2ccccc12 (stereo not drawn)	91	80	77	74	93	62	81	102	73
O=C1NC(=O)C(=Cc2cn(C[C@H](O)Cn3c4ccccc4c(=O)c4ccccc43)c3ccccc23)C(=O)N1	97	88	70	97	91	85	97	113	100
Cc1cc([N+](=O)[O-])c(Cl)cc1NS(=O)(=O)c1ccccc1	65	85	87	79	73	/	76	92	73
Cc1cccc([N+](=O)[O-])c1O	111	112	118	109	116	91	101	118	103
O=C(CBr)c1cccnc1	100	103	99	101	108	91	109	108	99
Cn1nc(-c2ccc(S(=O)(=O)F)cc2)s/c1=N/NC(=O)c1ccccc1	117	100	109	103	119	111	102	112	104
CC(C)(C)c1ccc(CC#N)cc1	101	104	102	109	108	108	107	112	101
CC1=C2CCC3C(CC[C@]4(C)C(=O)CCC34)[C@@]2(C)CCC1=O (stereo partly drawn)	117	45	62	78	58	78	59	105	62
C[C@]12CCC(=O)C=C1CC[C@@H]1[C@@H]2CC[C@]2(C)C(=O)CC[C@@H]12	103	111	94	98	104	/	95	121	97
CCC1([N+](=O)[O-])COP(=O)(NCc2cccnc2)OC1 (stereo not drawn)	100	111	103	112	104	109	115	119	104

This is a subset; the hit share may differ from the screen's.
